Screening results deposited in PubChem BioAssay by Broad Institute.
SIRT5 inh: blocks human SIRT5 desuccinylation of peptide. Q9NXA8. Purified SirT5, succinyl-peptide AMC, trypsin-coupled fluorescence. inhibition, % at 15 µM. actives 1.1% (n = 330,000). AID 652115; in the data active = inhibition above about 15%; inconclusive = no clear call, values can overlap the other calls
Target sequence (Q9NXA8 whole entry, looked up): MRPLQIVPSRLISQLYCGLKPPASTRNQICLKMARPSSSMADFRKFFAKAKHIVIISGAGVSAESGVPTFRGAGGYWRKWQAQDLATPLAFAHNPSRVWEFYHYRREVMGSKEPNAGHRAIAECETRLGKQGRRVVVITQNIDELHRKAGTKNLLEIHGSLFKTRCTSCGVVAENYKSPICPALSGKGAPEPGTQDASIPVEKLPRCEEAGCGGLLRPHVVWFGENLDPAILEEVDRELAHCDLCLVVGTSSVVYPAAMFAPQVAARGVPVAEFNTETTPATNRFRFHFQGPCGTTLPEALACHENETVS
ERAP1 inh: ERAP1 (human) enzyme inhibition; Q9NZ08; recombinant ERAP1, Leu-AMC fluorescence, 60 min; inhibition, % at 10.7 µM; actives 0.15% (n = 340,000); AID 652197;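 active = mean replicate inhibition of at least 30%, or all replicates individually reaching that 30% level; inactive = mean below 30% and not every replicate reaching it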;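 also: 0% = neutral control wells and 100% = L-leucinethiol positive control wells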
PGC1a acetyl inh: PGC1a acetylation modulation, inhibitor mode; U2OS PGC1a acetylation, AlphaScreen anti-acetyl-lysine; with virally co-expressed GCN5 acetyltransferase; inhibition, % at 15.6 µM; actives 0.17% (n = 350,000); AID 651687;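 active = every replicate shows inhibition of at least 40%; inconclusive = mean inhibition at least 40% but some replicate below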;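 also: 0% = neutral control wells and 100% = positive control wells; some results beyond the cut were filed as inactive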
LGR2 inh: Drosophila LGR2 receptor signaling inhibition; inhibition, % at 9.99 µM; HEK293 LGR2, CRE-luciferase, bursicon-stimulated, 4 h; actives 0.35% (n = 380,000); AID 720647;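 active = drop in luminescence signal, shown as inhibition above about 50% in the replicate tests, limit read from the data, passing the limit was not always enough; inconclusive = probably only some replicates passing the limit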;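 also: agonist challenge used bursicon conditioned medium at about half maximal strength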
Cneo AK release: causes C. neoformans cell lysis | actives 0.2% (n = 360,000) | lysis activity, % at 15 µM | adenylate kinase release luminescence, 4 h; normalised: neutral wells 0, clomiphene wells 100;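 active = mean lysis activity across replicates of at least 80%, whatever share of replicates individually reach that level; inactive = mean lysis activity below 80%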
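Signal: Adenylate kinase release luminescence | Assay system: Log-phase Cryptococcus neoformans yeast cells | Input: Cells at 5 × 10^6 per mL | Buffer or medium: Fresh YPD growth medium | Compound: Single dose | Schedule: Static 4 h at 37 °C with compound, 1 h detection | Controls: Clomiphene | Read-out: Luminescence rise reflecting yeast cell lysis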
S100A4 MyoIIA: inhibitors of human S100A4 binding to myosin IIA peptide. AID 652163. S100A4/TAMRA-MyoIIA peptide fluorescence polarization. inhibition, % at 10.7 µM. actives 0.14% (n = 360,000);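 active = mean inhibition of at least 70% across replicates, with every replicate also reaching that level; inconclusive = mean inhibition reaches 70% but some replicates fall short; inactive = mean inhibition below 70%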
Target sequence (P26447 whole entry, looked up): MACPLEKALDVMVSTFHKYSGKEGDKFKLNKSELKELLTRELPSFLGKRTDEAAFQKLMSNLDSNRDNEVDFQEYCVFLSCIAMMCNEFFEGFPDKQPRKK
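System – human S100A4 monomer protein, biochemical binding assay · Buffer or medium – Calcium-containing HEPES buffer, pH 7.2 · Timing – 5 min between mix addition and reading · Also added – TAMRA-labelled myosin IIA heavy-chain peptide probe, 5 nM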
C2C12 statin: suppressors of simvastatin-induced myotoxicity in C2C12 myotubes; ATP luminescence, 48 h; scaled: DMSO 0, geranylgeraniol control 100; rescue of ATP level, % at 7.49 µM; actives 0.78% (n = 330,000);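 active = mean ATP rescue above about 67%, or every replicate alone reaching that limit, limit read from the data, passing the limit was not always enough; inconclusive = no clear call, values can overlap the other calls; inactive = mean under the limit and some replicate under it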;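 also: myotubes were challenged with 10 µM simvastatin during compound exposure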
Xi reactivation: reactivates the inactive X chromosome in mouse fibroblasts | actives 0.055% (n = 360,000) | XiGFP mouse fibroblasts, % GFP-positive cells imaging, 3 d; cells co-treated with 5-aza-dC sensitizer; scaled so ellipticine positive control = 100% | AID 743238 | activation, % at 7.58 µM;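 active = mean normalized replicate activation at least 10% and every replicate at or above 10%; inconclusive = only one of the two criteria met; inactive = mean below 10% and not all replicates reach 10%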;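 also: 0% = median of on-plate neutral control wells and 100% = ellipticine 6 µM median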
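Material: XiGFP fibroblasts, SV40-immortalized. Buffer or medium: DMEM plus 5-aza-dC sensitizer. Compound: single concentration per compound, delivered by pin transfer. Times: 3 days compound exposure. Controls: ellipticine 6 µM.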
Numbers without * were called inactive; u = inconclusive; x = no result given; & = joins results of further samples.

SMILES	SIRT5 inh	ERAP1 inh	PGC1a acetyl inh	LGR2 inh	Cneo AK release	S100A4 MyoIIA	C2C12 statin	Xi reactivation
CCOc1ccc(CN2CCN(Cc3cccc4nonc34)CC2CCO)cc1 (stereo not drawn)	-3	6	x	1	x	-2	x	0.1
c1ccc2c(C(c3nnnn3-c3ccc4c(c3)OCCO4)N3CCCCC3)ccnc2c1 (stereo not drawn)	-2	-7	x	-1	x	0	x	0.1
CCCCCCSc1nc(O)c(C2OC(=O)c3c2ccc(OC)c3OC)c(=O)n1-c1ccccc1 (stereo not drawn)	1	3	x	24	2	-6	22	x
CCOC(=O)Cc1csc(NC(=O)Cc2ccc(Cl)cc2)n1	-5	0	x	10	x	-11	x	0.2
Cc1ccc(CN2CCN(Cc3ccc(-n4cccn4)cc3C)CC2CCO)cc1 (stereo not drawn)	0	-1	5	-28	0	1	-6	0.0
O=C(O)CCc1ccc(-c2ccc(Cl)cc2)n1NC(=O)c1ccc(O)cc1	-7	4	-11	7	1	-8	4	0.1
O=c1c(Cc2ccc(F)cc2)c(O)ccn1Cc1ccco1	0	x	4	-1	x	-3	x	0.1
O=C(CCN1C(=O)S/C(=C/c2ccccc2)C1=O)Nc1ccc(O)c(C(=O)O)c1	-2	2	x	10	0	1	30	0.0
C[C@@H]1CCCCO[C@H](CN(C)C(=O)NC2CCCCC2)[C@H](C)CN([C@H](C)CO)C(=O)c2cc(NS(C)(=O)=O)ccc2O1	x	x	-1	-6	5	x	35	0.0
Cc1ccc(C(O)(CCN2CCCCC2)c2ccccc2)cc1 (stereo not drawn)	-4	1	-26	-23	-1	0	15	-0.1
COc1ccc(CNC(=O)C2CC(c3cccc([N+](=O)[O-])c3)=NO2)cc1 (stereo not drawn)	1	1	x	-54	-2	-1	7	0.0
N#Cc1cccc(NC(=O)c2cc(C3CCCCN3S(=O)(=O)c3ccccc3)on2)c1 (stereo not drawn)	-4	6	-14	-17	1	0	-26	0.0
O=C(NCCCN1CCOCC1)C(=O)N/N=C/c1c2ccccc2cc2ccccc12	x	x	18	-6	-1	x	x	0.5
O=C(Nc1cccc(F)c1)N1CC(=O)N2[C@@H](CO)[C@@H](c3ccc(-c4cccc(F)c4)cc3)[C@@H]2C1	5	1	3	16	x	6	x	0.1
O=C1c2ccccc2C(=O)N1CCOc1ccccc1Cl	-2	0	1	-119	0	0	6	-0.2
Cc1ccc(NC(=O)C2CC(=O)N(c3ccccc3Cl)C2)cc1S(=O)(=O)N1CCOCC1 (stereo not drawn)	-2	-2	-5	8	-2	-3	11	0.1
O=C1CCN(CCc2ccccc2)CCN1CCO	-2	1	2	12	-1	0	7	0.0
COc1ccccc1NC(=O)c1ccc(NC(=O)COC(=O)C2CCCCC2)cc1	-1	-2	x	-5	-1	1	-1	0.0
CCc1cccc(C)c1NC(=O)COC(=O)c1ccc2c(c1)S(=O)(=O)c1ccccc1C2=O	1	0	5	3	-3	-26	x	-0.1
COCCN(C(=O)CCC(=O)Nc1nccs1)C(C(=O)NCCC(C)C)c1ccc(F)cc1 (stereo not drawn)	-2	2	-10	5	1	-3	-8	0.4
Cc1cccc(NC(=S)N/C(=N/S(=O)(=O)c2ccccc2)c2ccccc2)c1	-1	0	9&11	-69	5	66	-6&0	0.1
O=C(Cc1cccnc1)N[C@@H]1CC[C@@H](CCNS(=O)(=O)c2ccccc2Cl)O[C@@H]1CO	-7	-5	3	3	3	5	5	0.2
COc1ccc(Cc2n[nH]c(=S)n2NC(=O)Nc2ccc(Cl)c(Cl)c2)cc1	-1	x	-6	-9	-1	0	6	0.2
CCC(=O)Nc1ccc2nc(SCC(=O)N3CCCC3)sc2c1	1	-1	-3	-7	-1	1	1	x
O=C(C(Cc1ccccc1)n1cccc1)N1CCc2ccccc21 (stereo not drawn)	-5	1	3	-21	-4	9	12	0.1
COc1ccc(-n2nc(C(=O)NCC(=O)NCC3COc4ccccc4O3)c3ccccc3c2=O)c(OC)c1 (stereo not drawn)	-4	1	-31	-8	x	-4	x	0.1
Cc1cc(C)c(C#N)c(N2CCN(S(=O)(=O)Cc3ccccc3)CC2)n1	-3	-2	x	15	-1	0	3	0.0
CC(=O)c1cccc(NC(=O)C2Cc3c(-c4cccc(C(C)=O)c4)ccnc3O2)c1 (stereo not drawn)	-4	-1	x	2	-1	3	10	-0.1
CC1(C)CC(=O)C(Sc2ccc(Br)cc2)=C(O)C1	-5	-3	0	0	x	1	x	0.1
C[C@H]1CN([C@@H](C)CO)S(=O)(=O)c2ccc(-c3ccncc3)cc2O[C@H]1CN(C)Cc1ccccn1	10	0	0	0	-4	14	-7	-0.4
O=C(O)CCCC(=O)Nc1ccccc1SCCS(=O)(=O)c1ccc(Cl)cc1	-5	-1	2	1	2	8	-5	0.0
COc1ccc(C(C(=O)NC2CCCCC2)N(C(=O)c2ccccn2)c2cccnc2)c(OC)c1 (stereo not drawn)	-1	-1	-8	-6	-1	5	-4	0.0
O=C(Cn1cc([N+](=O)[O-])cn1)Nc1ccn(Cc2c(F)c(F)c(F)c(F)c2F)n1	1	2	11	2	0	-1	34	x
Cc1cc(C)c(NC(=S)NCCO)c(C)c1	1	-1	2	x	x	-3	x	-0.1
COC(=O)C1N[C@@H]([C@@H](NC(=O)COc2ccccc2)C(=O)NCc2ccc(OC)cc2)SC1(C)C (stereo partly drawn)	x	x	-10	3	0	-15	9	-0.4
CC(C)OC(=O)N(C)C[C@@H]1OCc2cn(nn2)CCCC(=O)N([C@H](C)CO)C[C@@H]1C	-4	-3	2	21	-7	-27	-1	0.5
C[C@@H]1CCCCO[C@H](CN(C)S(=O)(=O)c2cn(C)cn2)[C@H](C)CN([C@@H](C)CO)C(=O)c2cc(NC(=O)Nc3ccc(C(F)(F)F)cc3)ccc2O1	x	x	12	4	2	x	1	-0.4
Cc1cc(C)cc(NC(=O)CCc2nc3sc4c(c3c(=O)[nH]2)CCCC4)c1	-3	0	-1	27	-1	17	-44	-0.5
CCCCCN=C(C)c1c(O)c2ccccc2oc1=O	x	x	-7	-58	2	x	11	x
C[C@@H]1CCCCO[C@@H](CN(C)C(=O)Nc2ccc(C(F)(F)F)cc2)[C@@H](C)CN([C@H](C)CO)C(=O)c2cc(NC(=O)C3CCCCC3)ccc2O1	0	2	15	0	49	-14	-42	-0.6
COc1ccc(OCC(=O)NCCNC(=O)c2ccncc2)cc1	-2	-2	-3	-3	-1	-19	6	0.0
O=C1c2cc(O)cc(O)c2C(=O)c2c1cc(O)c([C@@H](CO)CCO)c2O	5	1	-2	-27	-2	-9	-4	x
Cc1ccc(Nc2nc3ccccc3n3cnnc23)cc1C	1	-2	-7	-16	0	-6	-1	0.0
COc1ccc(C(=O)NCCn2cc(SCC(=O)Nc3nnc(C)s3)c3ccccc32)cc1	-3	2	-14	-9	x	-11	x	x
COC(=O)C[C@@H]1CC[C@@H]2[C@H](COC[C@@H](O)CN2C(=O)Nc2ccccc2OC)O1	1	0	0	24	0	7	-3	0.0
COc1ccccc1NS(=O)(=O)c1ccc(C)c(C(=O)NCC(c2cccs2)N2CCOCC2)c1 (stereo not drawn)	-3	-2	-10	-10	-2	-2	-8	0.0
COc1ccc(C(=O)/C=C/NCc2ccc(F)cc2)cc1OC	-2	x	-4	x	-1	-7	x	0.0
COCC(=O)Nc1ccc2c(c1)OC[C@H](C)N(Cc1cc(F)ccc1F)C[C@@H](C)[C@H](OC)CN(C)C2=O	4	-3	5	-2	2	-4	-11	0.2
COc1ccc(CC(=O)N/N=C(/C)CC(=O)N(C)c2ccccc2)cc1	-5	1	-4	-3	x	18	2	0.2
CC(=O)N1CCC2(CC1)CC(=O)c1cc(OCC(=O)N3CCCC3)ccc1O2	-5	6	x	5	x	0	x	-0.3
Following part
SMILES	SIRT5 inh	ERAP1 inh	PGC1a acetyl inh	LGR2 inh	Cneo AK release	S100A4 MyoIIA	C2C12 statin	Xi reactivation
CCCNC(=O)[C@H]1N[C@H]2c3ccc(-c4cccc(F)c4)c(=O)n3C[C@H]2[C@@H]1CO	-17	1	-2	-15	-1	-9	13	0.6
O=C1CC(C(=O)O)S/C(=N\N=C\c2ccc(Br)cc2)N1 (stereo not drawn)	4	2	10	-12	-3	3	8	-0.1
CCNC(=O)C[C@@H]1CC[C@H]2[C@@H](COC[C@H](O)CN2C(=O)CC)O1	-2	0	-3	15	-4	-25	-4	0.0
CCn1c(SCC(=O)Nc2ccc(N3CCOCC3)cc2)nnc1-c1ccc(OC)cc1	-1	1	6	5	x	1	x	x
OC[C@@H]1[C@H](c2ccc(/C=C/c3ccccc3)cc2)[C@@H]2CN(Cc3ccncc3)CCCCN12	1	2	-2	-37	-1	u	20	-0.1
CC(=O)NN1C(=O)/C(=C2/Sc3ccccc3N2C)SC1=S	-6	-2	x	-2	x	-4	x	0.0
CN1C(=O)c2cc(NC(=O)C3CC3)ccc2OC[C@H]2O[C@H](CC(=O)NCCN3CCCC3)CC[C@@H]21	-5	4	3	5	-3	2	-7	-0.1
Cc1ccc(C)c(OCCC(=O)NNC(=O)c2ccccc2)c1	-4	-2	-41	-4	5	5	3	0.0
CCCOCCc1nnc(N)s1	0	1	-4	-8	5	-3	-20	0.0

Four entries out of the list, arranged by heavy-atom count, lowest first:
SMILES	SIRT5 inh	ERAP1 inh	PGC1a acetyl inh	LGR2 inh	Cneo AK release	S100A4 MyoIIA	C2C12 statin	Xi reactivation
CCCOCCc1nnc(N)s1	0	1	-4	-8	5	-3	-20	0.0
CC(=O)NN1C(=O)/C(=C2/Sc3ccccc3N2C)SC1=S	-6	-2	x	-2	x	-4	x	0.0
CCn1c(SCC(=O)Nc2ccc(N3CCOCC3)cc2)nnc1-c1ccc(OC)cc1	-1	1	6	5	x	1	x	x
OC[C@@H]1[C@H](c2ccc(/C=C/c3ccccc3)cc2)[C@@H]2CN(Cc3ccncc3)CCCCN12	1	2	-2	-37	-1	u	20	-0.1

Part of the list above, bar-delimited.
mol | SIRT5 inh | ERAP1 inh | PGC1a acetyl inh | LGR2 inh | Cneo AK release | S100A4 MyoIIA | C2C12 statin | Xi reactivation
CC(=O)NN1C(=O)/C(=C2/Sc3ccccc3N2C)SC1=S | -6 | -2 | x | -2 | x | -4 | x | 0.0
O=C1CC(C(=O)O)S/C(=N\N=C\c2ccc(Br)cc2)N1 (stereo not drawn) | 4 | 2 | 10 | -12 | -3 | 3 | 8 | -0.1
CCNC(=O)C[C@@H]1CC[C@H]2[C@@H](COC[C@H](O)CN2C(=O)CC)O1 | -2 | 0 | -3 | 15 | -4 | -25 | -4 | 0.0
CCCOCCc1nnc(N)s1 | 0 | 1 | -4 | -8 | 5 | -3 | -20 | 0.0

A portion of the library, so the mix of outcomes need not match the whole.
